Assay outcomes (PubChem)
SIRT5 inh: blocks human SIRT5 desuccinylation of peptide; Purified SirT5, succinyl-peptide AMC, trypsin-coupled fluorescence; Q9NXA8; inhibition, % at 15 µM; hit rate 1.1% among 330,000; in the data active = inhibition above about 15%; inconclusive = no clear call, values can overlap the other calls
Target sequence (Q9NXA8 whole entry, looked up): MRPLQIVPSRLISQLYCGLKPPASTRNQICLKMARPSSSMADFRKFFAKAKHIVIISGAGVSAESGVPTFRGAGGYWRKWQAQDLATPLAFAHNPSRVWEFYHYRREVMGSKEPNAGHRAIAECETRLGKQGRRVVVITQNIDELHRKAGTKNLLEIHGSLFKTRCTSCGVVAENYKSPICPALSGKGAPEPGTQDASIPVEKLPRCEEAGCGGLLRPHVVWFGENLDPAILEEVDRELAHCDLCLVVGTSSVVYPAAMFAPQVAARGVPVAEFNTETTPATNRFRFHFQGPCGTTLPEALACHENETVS
CASP6 VEID inh: blocks human caspase-6 cleavage activity; P55212; purified caspase-6, Z-VEID-R110 cleavage fluorescence; inhibition, % at 12.5 µM; hit rate 0.53% among 350,000;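 active = mean inhibition across replicates at least about 35%, with every replicate also reaching that limit, limit read from the data; inconclusive = only one of the two criteria met; inactive = neither criterion met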;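 also: 0% = median of neutral control wells and 100% = no fluorescence left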
Target sequence (P55212 24-179 limits assumed): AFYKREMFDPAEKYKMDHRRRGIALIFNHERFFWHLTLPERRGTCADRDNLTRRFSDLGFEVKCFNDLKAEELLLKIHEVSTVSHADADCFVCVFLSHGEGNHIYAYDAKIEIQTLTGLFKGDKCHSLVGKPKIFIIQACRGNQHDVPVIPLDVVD
Target sequence (P55212 194-293 limits assumed): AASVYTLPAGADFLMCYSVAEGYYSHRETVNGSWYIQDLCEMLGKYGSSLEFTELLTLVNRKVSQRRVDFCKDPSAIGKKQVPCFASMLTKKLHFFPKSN
EWS-Fli inh: EWS/Fli transcriptional activity inhibition | A673 NR0B1-luciferase reporter, viability-normalised | inhibition, % at 12.6 µM | hit rate 0.67% among 350,000;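 active = mean inhibition of at least 50% after viability correction, with every replicate also passing that limit; inconclusive = mean reaches 50% but only one of two replicates passes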;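 also: firefly luciferase signal divided by Alamar Blue viability fluorescence both relative to DMSO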
LGR2 inh: Drosophila LGR2 receptor signaling inhibition. HEK293 LGR2, CRE-luciferase, bursicon-stimulated, 4 h. inhibition, % at 9.99 µM. hit rate 0.35% among 380,000. AID 720647;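 active = drop in luminescence signal, shown as inhibition above about 50% in the replicate tests, limit read from the data, passing the limit was not always enough; inconclusive = probably only some replicates passing the limit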;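 also: agonist challenge used bursicon conditioned medium at about half maximal strength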
DENV2 CPE: protects cells from dengue virus 2 cytopathic effect | DENV2-infected cells, cytopathic effect rescue, plate reader | CPE inhibition, % at 9.99 µM | hit rate 1.7% among 350,000; in the data active = CPE inhibition above about 20%, passing the limit was not always enough; inconclusive = no clear call, values can overlap the other calls; tested in BHK-21 cells;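 also: 0% = median of neutral control wells and 100% = median of positive control wells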
PAX8 reporter: inhibitors of PAX8 transcriptional activity in RMG-I cells | RMG-I TPO-luciferase reporter, SteadyGlo, 24 h | inhibition, % at 12.6 µM | hit rate 1.2% among 360,000 | AID 652154;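 active = mean replicate inhibition at least 60% with every replicate also reaching 60%; inconclusive = only one of the two criteria is met; inactive = mean below 60% and not all replicates reaching 60%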;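 also: luciferase light reporting Pax8 driven TPO promoter activity; plate controls were median of neutral control wells for no effect and mitoxantrone controls for full effect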
ARNT TACC3 PPI: disrupts binding between human ARNT and TACC3; AlphaScreen His-ARNT PAS-B/GST-TACC3 binding, luminescence; TACC3 fragment carries E629A point mutation; inhibition, % at 9.99 µM; hit rate 0.66% among 390,000; AID 623870;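 active = mean inhibition of replicates at least 50% and at least half of replicates each reaching 50%; inconclusive = half or more replicates reach 50% but mean below 50%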;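 also: 0% = complete ARNT plus TACC3 wells and 100% = ARNT alone without TACC3; many hits fall short of the cut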
* hit, by the source's call; ? = inconclusive; · = not tested or not shown.

Molecule | LGR2 inh | ARNT TACC3 PPI | DENV2 CPE | EWS-Fli inh | PAX8 reporter | CASP6 VEID inh | SIRT5 inh
COc1ccc(NC(=O)/C=C/c2ccc(OC(F)F)cc2)cn1 | 0 | -32 | ? | 19 | 1 | -3 | -2
COc1ccc(-n2ccc(=O)c(C(=O)O)n2)cc1 | 28 | 1 | -4 | -5 | 15 | 0 | -1
COc1ccc(/C=C\C(=O)NCC(=O)N/N=C/c2cccc(OC)c2O)cc1 | 12 | 1 | -5 | · | 1 | 0 | -2
CSc1ccccc1NC(=O)Nc1cccc2ccccc12 | 10 | -6 | 18 | 4 | -7 | 2 | -3
COc1ccc(S(=O)(=O)Nc2cccc3c2O[C@@H](CN(C)Cc2ccc(C(F)(F)F)cc2)[C@@H](C)CN([C@H](C)CO)C3=O)cc1 | 21 | 2 | 1 | 7 | · | 3 | 4
O=C(Nc1ccccc1)C(c1ccccc1)c1ccccc1 | 19 | -5 | -4 | -39 | -8 | -2 | -2
COc1ccc(NC(=O)CCC(=O)c2ccc(Cl)cc2)cn1 | -3 | -13 | 3 | -6 | -6 | 5 | -1
CCOC(=O)N1CCC(NC(=O)c2ccc3c(c2)N=C(CC)c2cc(C)ccc2S3)CC1 | 10 | 14 | 7 | · | 48 | 0 | 2
COc1ccccc1CCNC(=O)C(=O)c1cn(CC(=O)N2CCOCC2)c2ccccc12 | 0 | -1 | 12 | · | -26 | 2 | 8
C(=C\c1ccccc1)/CN1CCN(C(c2nnnn2Cc2ccccc2)C2CC2)CC1 (stereo not given) | 16 | · | -8 | 15 | 19 | -1 | -3
CC(C)N(Cc1ccccc1)C(=O)COC(=O)c1cc[n+]([O-])cc1 | 1 | 4 | -6 | 0 | -1 | -4 | -1
CN1CCN(CCCNC(=O)Nc2ccc([N+](=O)[O-])cc2)CC1 | -19 | -2 | 3 | 4 | -13 | -32 | 1
O=C(C[C@@H]1CC[C@@H]2NC[C@H](O)COC[C@H]2O1)NCCc1ccccc1 | 9 | 10 | 10 | 1 | 13 | -1 | 1
CN(C)C(=O)c1cc2c(c(-c3cccc(-c4ccccc4F)c3)n1)[C@H](CCO)N(S(C)(=O)=O)C2 | 12 | · | 3 | 2 | · | 2 | 0
COc1cccc(NC(=O)N(C)C[C@H]2Oc3cc(-c4cccc(C(=O)N(C)C)c4)ccc3S(=O)(=O)N([C@H](C)CO)C[C@H]2C)c1 | 14 | 6 | 1 | 24 | -6 | 3 | 5
CCN(C[C@@H]1[C@@H](c2ccc(C3=CCCC3)cc2)[C@@H](CO)N1C(C)=O)C(C)=O | 0 | -1 | 15 | 10 | 5 | · | ·
O=C(c1cccc(N2C(=O)c3ccccc3C2=O)c1)N1CCCC(C(F)(F)F)C1 (stereo not given) | -11 | -3 | 1 | 2 | 7 | 1 | -3
COc1ccc(NC(=O)CSc2nnc(C3CCCCC3)n2N)cc1OC | 2 | 1 | 5 | 1 | 5 | 7 | -3
COc1ccc(/C=C2/SC(=O)NC2=O)cc1 | · | 3 | -6 | -19 | -85 | 3 | 5
COc1ccccc1C(=O)NCC(=O)OCCCOC(=O)CNC(=O)c1ccccc1OC | 4 | -1 | -4 | · | 4 | -1 | 0
C[C@@H]1CCCCO[C@@H](CN(C)Cc2ccncc2)[C@H](C)CN([C@H](C)CO)C(=O)c2cc(NC(=O)Nc3cccc4ccccc34)ccc2O1 | 1 | -7 | -3 | 12 | -4 | 1 | 1
Cc1cccc2nc(CSc3nc4ccccc4o3)cn12 | 2 | 5 | 1 | -7 | -20 | 1 | 1
CN(CC(=O)Nc1cccc(F)c1)C(=O)c1cccc(S(=O)(=O)N2CCN(c3ccc(F)cc3)CC2)c1 | · | -2 | -4 | 16 | 36 | -30 | 6
CC12CCC(C(=O)NNC(=O)c3ccccc3)(OC1=O)C2(C)C (stereo not given) | 9 | -1 | ? | · | 0 | 0 | -1
Cc1cc(OC(C)C(=O)N2CCN(c3ccccc3)CC2)c2c(C)c(C)c(=O)oc2c1 (stereo not given) | 27 | 3 | 6 | · | 8 | -1 | 2
Cc1ccc(-c2nn(-c3ccccc3)cc2C(=O)OCC(=O)Nc2ncc(Cl)cc2Cl)cc1 | -6 | -3 | 2 | 8 | -8 | 1 | -3
O=S(=O)(NC1Cc2ccccc2C1)c1ccccc1 | 5 | -3 | 5 | 4 | -15 | -1 | -2
Cc1cccc(C)c1OCc1cc(C(=O)NCC2CC2)no1 | -23 | -6 | -3 | -19 | · | -3 | 0
O=C(O)C1CCN(C(=O)CSc2nc3ccccc3c(=O)n2Cc2ccccc2)CC1 | -11 | -7 | 1 | -2 | 0 | -2 | -1
C[C@@H]1CCCCO[C@@H](CN(C)C(=O)C2CCCCC2)[C@H](C)CN([C@H](C)CO)C(=O)c2cc(NC(=O)c3ccncc3)ccc2O1 | -10 | -5 | 136* | 0 | 39 | -3 | 3
O=C(C[C@@H]1CC[C@@H]2[C@H](COC[C@@H](O)CN2Cc2cccc(F)c2)O1)NCCc1ccncc1 | -8 | 7 | ? | -3 | 2 | 2 | -2
O=C(Nc1ccc(F)cc1)N1CC(=O)N2[C@H](CO)[C@@H](c3ccc(C#Cc4ccc(F)cc4)cc3)[C@@H]2C1 | 1 | · | 3 | 2 | -12 | -2 | 3
COc1ccccc1C(=O)Nc1nc2cc3c(cc2s1)OCO3 | -74 | -8 | -2 | -102 | -157 | -1 | 0
COC(=O)c1ccccc1NC(=O)CCCn1nc(C)c2c(C)n(-c3ccccc3)nc2c1=O | 14 | 2 | -2 | · | -1 | 4 | -3
CO[C@H]1CN(C)C(=O)c2cc(NC(=O)Nc3ccccc3F)ccc2OC[C@H](C)NC[C@H]1C | -3 | · | 0 | 10 | · | · | 11
C[C@@H]1CN([C@@H](C)CO)S(=O)(=O)c2ccc(C#Cc3cccc(F)c3)cc2O[C@H]1CN(C)S(=O)(=O)c1ccccc1F | 18 | 1 | · | 9 | · | -3 | 1
COc1ccc(CNC(=O)C[C@@H]2C[C@H]3c4cc(NC(=O)NC5CCCC5)ccc4O[C@H]3[C@@H](CO)O2)cc1 | 3 | -8 | 7 | -1 | · | 2 | 0
CN(Cc1ccccc1)C(=O)COC(=O)c1c[nH]c2ccccc12 | -26 | · | -2 | 5 | -60 | 0 | ·
COC(=O)c1cccc(C23CC4(C2)[C@H](CN(Cc2ccc(-c5ccccc5)cc2)[C@@H]4c2ccccc2)C3c2ccc(Cl)nc2)c1 (stereo not given in full) | 10 | -3 | · | -7 | -4 | · | ·
CC(C)CC(=O)NC(=S)Nc1cccc(NC(=O)c2ccccc2)c1 | 8 | -5 | -4 | 2 | 6 | 2 | 0
COc1ccc(CC(=O)NNc2ncnc3c2cnn3-c2ccc(C)cc2)cc1OC | -17 | -2 | 2 | 7 | -19 | -3 | 3
CCOC(=O)C1(CCOc2ccccc2)CCN(Cc2ccccc2O)CC1 | 0 | 6 | -7 | 18 | 5 | -2 | ·
Cn1c(CNC(=O)CNC(=O)c2cccc(Cl)c2)cc(=O)n(C)c1=O | 14 | 3 | 4 | · | -6 | 1 | -1
O=C1c2ccccc2C(c2nnnn2-c2ccc3c(c2)OCCO3)N1Cc1cccnc1 (stereo not given) | 1 | · | -2 | -3 | -9 | 0 | 4
COc1cc(C(=O)NC2CCCc3c2cnn3-c2ccccc2F)cc(OC)c1OC (stereo not given) | 2 | · | -9 | · | 29 | -1 | -1
Cc1cccc(S(=O)(=O)NC(=O)C2(C)CCN2C(=O)Cc2ccc(Cl)cc2Cl)c1 (stereo not given) | 12 | · | 0 | -5 | -3 | 2 | -2
CN(C(=O)COC(=O)c1cc2ccccc2cc1O)c1c(N)n(Cc2ccccc2)c(=O)[nH]c1=O | -12 | 0 | 5 | 1 | 6 | 4 | -2
C[C@@H]1CN([C@H](C)CO)C(=O)c2cccc(NC(=O)c3ccc(-c4nccs4)cc3)c2O[C@@H]1CN(C)C(=O)Nc1ccccc1 | -18 | -1 | -10 | -2 | · | -3 | 6
COc1ccc(S(=O)(=O)N2CCCN(C)CC2)cc1 | -2 | 19 | -1 | 7 | 8 | -11 | -2
COc1cccc(C(=O)NC(C)CCc2ccccc2)c1 (stereo not given) | -6 | -4 | 0 | -7 | 4 | 1 | 2
O=C(Nc1ccc2c(c1)OCCO2)C(c1cc2ccccc2o1)N1CCN(C/C=C/c2ccccc2)CC1 (stereo not given) | 7 | · | 16 | 12 | -91 | -3 | 4
CCOC(=O)N1CCN(S(=O)(=O)N2CCCC(C(=O)NCCc3ccccc3)C2)CC1 (stereo not given) | 14 | -6 | -3 | -3 | -2 | 4 | 0
CCS(=O)(=O)N[C@H]1C=C[C@@H](CC(=O)NCc2ccc(F)cc2)O[C@H]1CO | · | -1 | -7 | -4 | 3 | 5 | ·
C[C@@H]1CN([C@H](C)CO)C(=O)c2cc(C#CC3CCCC3)cnc2O[C@H]1CN(C)C(=O)Cc1ccccn1 | -5 | -2 | -11 | -7 | -17 | 0 | 2
O=C(O)Cn1c(=S)sc2ccccc21 | -5 | -4 | 2 | 9 | 33 | 2 | -2
CN(C)CC(=O)N[C@H]1CC[C@H](CCn2cc(CN(C)C)nn2)O[C@@H]1CO | 4 | -19 | -7 | 1 | 0 | 1 | -1
CN1C(=O)c2cc(NC(=O)Nc3ccccc3F)ccc2OC[C@H]2O[C@@H](CC(=O)O)CC[C@H]21 | -1 | 0 | 3 | -5 | -4 | · | ·
CCCCn1c(SCC(=O)N(C)C2CCS(=O)(=O)C2)nc2cc(S(N)(=O)=O)ccc21 (stereo not given) | -8 | -2 | 0 | 1 | 6 | 0 | 2
COc1ccc(CCNC(=O)CSc2nc3[nH]ncc3c(=O)[nH]2)cc1OC | 13 | 2 | · | 10 | -12 | -1 | -2
N#Cc1ccccc1OCC(=O)OCC(=O)Nc1ccc2c(c1)OCO2 | 3 | 2 | -3 | 5 | 2 | 0 | -2

Next section, starting with the last two of the part before.
Molecule | LGR2 inh | ARNT TACC3 PPI | DENV2 CPE | EWS-Fli inh | PAX8 reporter | CASP6 VEID inh | SIRT5 inh
COc1ccc(CCNC(=O)CSc2nc3[nH]ncc3c(=O)[nH]2)cc1OC | 13 | 2 | · | 10 | -12 | -1 | -2
N#Cc1ccccc1OCC(=O)OCC(=O)Nc1ccc2c(c1)OCO2 | 3 | 2 | -3 | 5 | 2 | 0 | -2
CCn1c(SCc2ccccc2Cl)nc2nc3c(cc2c1=O)CCCC3 | 5 | -6 | ? | 20 | 1 | -1 | 1
CCN(C(=O)CN1C(=O)/C(=C/c2ccccc2F)SC1=S)C1CCS(=O)(=O)C1 (stereo not given) | 19 | -3 | 9 | 10 | 31 | 6 | -2
Cc1ccccc1CN1CCN(C(=O)[C@H]2O[C@@H](n3ccc(=O)[nH]c3=O)[C@H](O)[C@@H]2O)CC1 | -24 | · | 12 | 18 | -5 | 1 | -1
Cc1cc(C)c2nc(NC(=O)C3CSC4(C)CCC(=O)N34)sc2c1 (stereo not given) | 4 | -5 | 1 | -15 | -2 | -4 | -4
CN(C)C(=O)c1ccc(-c2ccc([C@@H]3[C@@H](C#N)N(C(=O)C4CCCC4)[C@H]3CO)cc2)cc1 | 1 | 3 | -2 | 1 | -16 | -4 | 2
O=C(Nc1cccc(C(F)(F)F)c1)c1cccc(NS(=O)(=O)c2ccc(O)c(C(=O)O)c2)c1 | -2 | -5 | 8 | 10 | -7 | 39* | 4
C/C=C/c1ccc([C@@H]2[C@H](CO)N[C@H]2CN(CC(C)C)C(=O)c2ccccn2)cc1 | 1 | 7 | -6 | 1 | 3 | · | -1
COc1c(C)cc(C(=O)C2CCCN(C(=O)c3cc(C)n(C)n3)C2)cc1C (stereo not given) | 6 | 0 | -6 | · | 7 | -4 | 7
CC(=O)c1ccc(OCC(=O)Nc2nnc(C3CC3)s2)cc1 | -17 | · | -1 | 0 | 2 | -3 | 0
